# Bioassay records from PubChem.
# FH mod – Identification of activators of human fumarate hydratase by quantitative high-throughput screening | Fumarate hydratase, mitochondrial (Homo sapiens), P07954 | FH coupled MDH/diaphorase resazurin fluorescence, 15 min | Potency, µM (highest dose often 79.9 µM), inactives show top-dose activity change, negative = inhibition, hits mostly inhibitors | 54,000 tested, 0.22% active; note: potency is the fitted concentration of half-maximal effect; % is set by controls: 0 for no effect and ±100 for the full control effect; the screen sought activators but most active calls are inhibition curves; nearly all actives have a fitted effect of over 45% in size
# GALK inh – qHTS Assay for Inhibitors of Human Galactokinase (GALK): NCGC Sytravon Library Screen; P51570; recombinant GALK, Kinase-Glo ATP luminescence, 1 h; Potency, µM (series often up to 57.5 µM), for inactives: top-dose activity, negative = inhibition, actives largely listed as inhibitors; 44,000 tested, under 10 active;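 note: plate controls were full GALK reaction for no effect and reaction lacking GALK for full effect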
#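 Reactions with and without enzyme served as controls. GALK at 5 nM phosphorylates 100 uM galactose using 35 uM ATP (HEPES pH 8.0, Mg2+) for 1 h at RT, with luminescence read 10 min after adding Kinase-Glo Plus.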
# p53null 39C tox – qHTS Screen for Compounds that Selectively Target Cancer Cells with p53 Mutations: Cytotoxicity of p53 Null Cells at the Nonpermissive Temperature. AID 904, 2007. Potency, µM (highest dose often 46.1 µM), inactives show at the top dose activity, negative = cell killing, usual class: cytotoxic. 55,000 tested, 0.97% active. H1299 p53-null (neo) cells, 39C, ATPlite viability, 24 h;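 note: potency is the fitted concentration of half-maximal effect; 0% = DMSO only and -100% = full killing by 100 µM tamoxifen; nearly all actives have a fitted effect of over 50% in size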
#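 Luminescent ATP signal reported cell survival after H1299 lines (neo, p53 null; or p53 A138V) received up to 46 uM compound and 24 hr incubation at 39C.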
# PTAP-TSG101 blk – qHTS Validation Assay for Inhibitors of HIV-1 Budding by Blocking the Interaction of PTAP/TSG101: Sytravon Library Screen; Potency, µM (highest dose often 115 µM), inactives show top-dose activity change, negative = inhibition, most hits filed as inhibitors; Tumor susceptibility gene 101 protein (Homo sapiens), Q99816; Fluorescence polarization, FITC-PTAP peptide/Tsg101, 20 min; 44,000 tested, under 10 active; note: potency is the fitted concentration of half-maximal effect; 0% is about no effect
# Target sequence (Q99816 whole entry, looked up): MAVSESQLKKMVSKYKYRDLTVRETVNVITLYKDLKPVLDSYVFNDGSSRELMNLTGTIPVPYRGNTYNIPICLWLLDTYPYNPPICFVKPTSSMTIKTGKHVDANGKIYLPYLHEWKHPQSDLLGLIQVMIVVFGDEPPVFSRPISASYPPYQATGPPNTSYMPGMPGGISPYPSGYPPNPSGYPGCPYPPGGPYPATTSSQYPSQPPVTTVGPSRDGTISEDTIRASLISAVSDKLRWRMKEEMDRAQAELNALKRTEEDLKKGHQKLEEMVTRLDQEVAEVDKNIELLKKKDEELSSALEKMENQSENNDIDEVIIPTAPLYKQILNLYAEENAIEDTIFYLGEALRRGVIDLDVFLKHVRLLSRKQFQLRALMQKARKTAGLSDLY
#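 The Tsg101 binding domain, at 10 uM final, is mixed with compound and a FITC peptide bearing the PTAP motif (50 nM final). After 20 min at r.t., polarization is measured; actives defined by CRC class, efficacy cut-off 60% inhibition.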
# B2AR arrestin ag – qHTS assay of beta-arrestin-biased ligands of beta2-adrenergic receptor: NCGC Sytravon Library Screen | Potency, µM (titrated, usually from 46.1 µM), for inactives: at the top dose activation, most hits filed as activators | 44,000 tested, under 10 active | HTLA Tango cells, beta-arrestin recruitment, luciferase luminescence, 18 h | Beta-2 adrenergic receptor (Homo sapiens), P07550;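 note: potency is the fitted concentration of half-maximal effect; 0% = DMSO and full agonism = EC100 isoproterenol or metaproterenol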
# Target sequence (P07550 whole entry, looked up): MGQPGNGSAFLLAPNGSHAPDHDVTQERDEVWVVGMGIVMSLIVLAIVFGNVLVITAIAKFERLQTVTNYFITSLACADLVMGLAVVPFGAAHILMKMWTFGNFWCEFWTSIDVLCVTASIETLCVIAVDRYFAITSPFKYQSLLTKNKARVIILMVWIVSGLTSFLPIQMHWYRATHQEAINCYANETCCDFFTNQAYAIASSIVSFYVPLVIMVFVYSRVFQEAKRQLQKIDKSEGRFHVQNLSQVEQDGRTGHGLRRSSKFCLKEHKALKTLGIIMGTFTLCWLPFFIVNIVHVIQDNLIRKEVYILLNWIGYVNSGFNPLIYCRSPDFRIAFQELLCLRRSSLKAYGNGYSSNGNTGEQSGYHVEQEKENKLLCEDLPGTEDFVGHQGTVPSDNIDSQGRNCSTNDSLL
#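 Tango cell line, 1% FBS DMEM; cpd titration up to 46 microM; 18 hr, 37 degrees C, 5% CO2. Luciferin/ATP substrate mix added, 15 min RT, luminescence. %Activity, CRC fitting, curve-class categorization.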
# NTMT1 inh – Primary qHTS for Inhibitors of N-terminal methyltransferase 1 (NTMT1): MTaseGlo Assay | AID 1645870, 2021 | 59,000 tested, 2.5% active | N-terminal Xaa-Pro-Lys N-methyltransferase 1 (Homo sapiens), Q9BV86 | Potency, µM (series often up to 114 µM), for inactives: at the highest dose activity change, negative = inhibition, most hits filed as inhibitors | NTMT1 MTase-Glo SAH luminescence, purified enzyme;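 note: potency is the fitted concentration of half-maximal effect; plate controls were DMSO vehicle for no effect and no enzyme for full effect; nearly all actives have a fitted effect of over 65% in size; many of its hits are not listed in these tables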
# Target sequence (Q9BV86 whole entry, looked up): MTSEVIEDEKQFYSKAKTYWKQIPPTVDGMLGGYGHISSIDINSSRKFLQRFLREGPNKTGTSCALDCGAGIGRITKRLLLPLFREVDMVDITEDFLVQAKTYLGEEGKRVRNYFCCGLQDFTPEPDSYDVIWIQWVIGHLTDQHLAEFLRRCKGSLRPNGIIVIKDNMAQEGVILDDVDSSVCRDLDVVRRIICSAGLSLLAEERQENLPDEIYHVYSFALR
# p53null 32C kill – qHTS Screen for Compounds that Selectively Target Cancer Cells with p53 Mutations: Cytotoxicity of p53 Null Cells at the Permissive Temperature; H1299-neo p53 null cells, ATP luminescence, 24 h, 32C; Potency, µM (doses to about 46.1 µM), for inactives: top-dose activity change, negative = cytotoxicity, usual class: cytotoxic; 55,000 tested, 0.62% active; AID 903, 2007;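 note: potency is the fitted concentration of half-maximal effect; 0% = DMSO only and -100% = full killing by 100 µM tamoxifen; nearly all actives have a fitted effect of over 55% in size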
#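 H1299-neo, 600 cells/well; overnight 37C; cpd up to 46 uM, 24 h at 32C; ATPlite luminescence after 20 min RT; normalized to DMSO (0%) and tamoxifen 100 uM (100% kill); Hill-fit AC50.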
# * = called active by the depositor; ? = inconclusive; [ ] = dose if it differs, or a comment. Calls come from the whole dose curve; as a rule, active = well fitted curve in the direction sought with a large enough effect; inconclusive = small, poorly fitted or top-dose-only effect, or another doubt; inactive = no such curve, though single readings can be large; an effect the other way counts as inactive or inconclusive. This is a subset; the hit share may differ from the screen's.
nr | mol | FH mod | GALK inh | p53null 39C tox | PTAP-TSG101 blk
1 | COc1ccc(NC(=O)CSC2=Nc3ccccc3C3=NC(CCC(=O)NCc4cccs4)C(=O)N23)cc1 (centres undefined) | -17% | -1% | 8% | -2%
2 | O=C(C1CCCN(S(=O)(=O)c2cccc3nsnc23)C1)N1CCN(c2cccc(Cl)c2)CC1 (centres undefined) | -14% | -1% | 10% | 16%
3 | COc1cccc(C(=O)NC2=NC(c3ccccc3F)CC(=O)N2)c1 (centres undefined) | 4% | -1% | -15% | -2%
4 | COc1ccc(-c2onc(C)c2C)cc1S(=O)(=O)Nc1cc(Cl)ccc1C | 6% | -3% | -2% | 0%
5 | C#CC(C)(CC)NC(=O)c1cc2c(n(-c3ccc(Cl)cc3)c1=O)CC(C)(C)CC2=O (centres undefined) | -2% | -1% | -13% | -6%
6 | Cc1ccc(NC(=O)CN2C(=O)COc3ccc(S(=O)(=O)NC4CCCC4)cc32)cc1Cl | -20% | -6% | -11% | -3%
7 | O=C(Nc1ccc(F)cc1)N1CCN(c2ccc3nnc(-c4ccc(F)cc4)n3n2)CC1 | ? | -4% | -16% | -5%
8 | COc1ccc(OCc2ccc(-c3nc(C#N)c(NCc4cccnc4)o3)o2)cc1 | ? | -11% | -4% | 1%
9 | CCOC(=O)C1CCCN(c2ncnc3c2cnn3-c2ccc(C)c(Cl)c2)C1 (centres undefined) | -14% | -1% | 4% | 1%
10 | CCN1CCc2c(sc(-n3cccc3)c2C(C)NC(=O)Nc2cc(Cl)c(OC)cc2OC)C1 (centres undefined) | -11% | 3% | -2% | 4%
11 | CCOc1ccccc1NC(=O)Cn1c(=O)n(Cc2ccco2)c(=O)c2cccnc21 | 5% | 1% | 12% | 2%
12 | COc1ccc(N2CC(NC(=O)COc3ccccc3F)CC2=O)cc1OC (centres undefined) | -1% | 0% | -5% | 4%

nr | B2AR arrestin ag | NTMT1 inh | p53null 32C kill
1 | -2% | 19% | 3%
2 | 1% | 12% | 7%
3 | 1% | 7% | 7%
4 | 0% | 16% | 13%
5 | 0% | 3% | 19%
6 | 1% | 5% | 7%
7 | 1% | ? | 3%
8 | -3% | -4% | 15%
9 | 2% | 5% | -6%
10 | 1% | ? | 5%
11 | 0% | -14% | -2%
12 | -2% | 6% | 0%

# In the list so far, 2 contain a furan ring, fused or not.
nr | mol | FH mod | GALK inh | p53null 39C tox | PTAP-TSG101 blk
8 | COc1ccc(OCc2ccc(-c3nc(C#N)c(NCc4cccnc4)o3)o2)cc1 | ? | -11% | -4% | 1%
11 | CCOc1ccccc1NC(=O)Cn1c(=O)n(Cc2ccco2)c(=O)c2cccnc21 | 5% | 1% | 12% | 2%

nr | B2AR arrestin ag | NTMT1 inh | p53null 32C kill
8 | -3% | -4% | 15%
11 | 0% | -14% | -2%

# Other entries:
nr | mol | FH mod | GALK inh | p53null 39C tox | PTAP-TSG101 blk
13 | Cc1cccc(NC(=O)CSc2nc3c(c(=O)[nH]2)CN(Cc2ccc4c(c2)OCO4)CC3)c1C | -21% | -10% | -7% | -1%
14 | CCN(CC)C(=O)CSc1nnc2[nH]c(=O)cc(C)n12 | 0% | -3% | 1% | 6%
15 | O=C(CSCc1nc2cccnc2n1C1CCCCC1)NCc1cccc(Cl)c1 | -28% | 0% | 13% | -3%
16 | CCOc1cc(C(=O)NCCc2csc(-c3ccc(C)cc3)n2)cc(OCC)c1OCC | -6% | 0% | 1% | 0%
17 | O=C(c1ccc(CSc2nc3ccncc3n2Cc2ccccc2F)cc1)N1CCCCCC1 | -2% | 1% | ? | 0%
18 | CCOC(=O)c1cc(S(=O)(=O)NCc2ccc(OC)cc2)[nH]n1 | 5% | 0% | -3% | -4%
19 | Cc1ccc(CCNC(=O)C2CCCN(Cc3nc(-c4cccc(Cl)c4)oc3C)C2)cc1 (centres undefined) | ? | 1% | -13% | 0%
20 | CCn1c(CN2CCN(C)CC2)nc2cc(NC(=O)c3cc(OC)c(OC)c(OC)c3)ccc21 | -11% | 0% | -18% | -1%
21 | CCCCOC(=O)c1ccc(NC(=O)/C(C#N)=C/c2ccc(C)o2)cc1 | -14% | -3% | -7% | 16%
22 | COc1cc(C2C(C(=O)Nc3ccccc3C)=C(C)Nc3nc(SCc4cc(C)ccc4C)nn32)ccc1O (centres undefined) | -6% | 0% | 12% | -3%
23 | CC(C)c1cc(-c2nc(-c3ccccc3)no2)n[nH]1 | -10% | -1% | ? | -7%
24 | O=C(Nc1ccc(N2CCC(N3CCCCC3)CC2)c(C(=O)O)c1)c1ccccc1 | -4% | 3% | 21% | -2%

nr | B2AR arrestin ag | NTMT1 inh | p53null 32C kill
13 | -3% | -1% | 3%
14 | -3% | 0% | -11%
15 | 0% | 16% | -2%
16 | 6% | -4% | -7%
17 | 0% | 2% | -25%
18 | 0% | 21% | 4%
19 | 1% | -1% | -5%
20 | -1% | 9% | -2%
21 | 0% | -4% | 0%
22 | -3% | -3% | -10%
23 | 1% | -13% | ?
24 | -1% | 50µM* | 3%

# Some values from the results shown.
# Result of compound 22 under GALK inh: 0%
# Result of compound 23 under GALK inh: -1%
# Result of compound 14 under p53null 32C kill: -11%
# Result of compound 1 under GALK inh: -1%
# Result of compound 10 under p53null 32C kill: 5%
# Result of compound 4 under p53null 32C kill: 13%

# The list continues:
nr | mol | FH mod | GALK inh | p53null 39C tox | PTAP-TSG101 blk
25 | Cc1ccc(Cl)cc1NC(=O)Nc1nnc(N(C)Cc2ccccc2)s1 | -15% | 1% | 9% | -4%
26 | CCOC(=O)N1CCc2c(sc(NCc3ccc(OC)c(Br)c3)c2C(=O)Nc2cc(OC)ccc2OC)C1 | ? | -2% | 4% | 1%
27 | COc1ccc(NC(=O)CCS(=O)(=O)c2cc3c4c(c2)CCN4C(=O)CC3)c(OC)c1 | -8% | 1% | 22% | -2%
28 | CC(C(=O)NCc1cccc(Br)c1)n1ncn2cccc2c1=O (centres undefined) | 11% | 2% | 13µM* | 0%
29 | COc1ccc(CCNC(=O)c2ccc(CS(=O)(=O)c3ccc(C)cc3)o2)cc1OC | -7% | 0% | -9% | -7%
30 | CCOc1ccc(CCNC(=O)Cn2nnc(-c3ccccc3Cl)n2)cc1OCC | -3% | -1% | -11% | -1%
31 | Cc1ccc(CNc2ccc(-c3nc(-c4cccnc4)no3)cc2[N+](=O)[O-])cc1 | 0% | -11% | ? | -6%
32 | CCOC(=O)c1c(NC(=O)/C=C/c2ccccc2)sc2c1CCCC2 | -9% | -1% | -6% | -1%
33 | CC(=O)c1ccc(NC(=O)Nc2nnc(N3CCCC(C)C3)s2)cc1 (centres undefined) | 4% | 2% | -6% | -5%
34 | CC(C)CCN(Cc1ccco1)C(=O)c1cc2c(Cl)nc3ccccc3c2s1 | ? | 6% | 0% | -6%
35 | Cc1c(Cl)cccc1NC(=O)C(CCS(C)(=O)=O)N1Cc2ccccc2C1=O (centres undefined) | 11% | -5% | -11% | -3%
36 | COc1cccc(-n2c(SCC(=O)Nc3cccc(Cl)c3)nc3c(oc4ccccc43)c2=O)c1 | -7% | 0% | 12% | -2%

nr | B2AR arrestin ag | NTMT1 inh | p53null 32C kill
25 | -3% | 8% | 7%
26 | 7% | 32%[activator] | 10%
27 | 0% | 5% | -14%
28 | -4% | ? | ?
29 | 0% | -2% | 3%
30 | 1% | 9% | 9%
31 | -2% | -4% | -3%
32 | 0% | 17% | -10%
33 | -3% | 19% | 1%
34 | 0% | -2% | 0%
35 | 0% | -2% | -11%
36 | 0% | -20% | -4%

# Next part, overlapping the part above by 2 compounds.
nr | mol | FH mod | GALK inh | p53null 39C tox | PTAP-TSG101 blk
35 | Cc1c(Cl)cccc1NC(=O)C(CCS(C)(=O)=O)N1Cc2ccccc2C1=O (centres undefined) | 11% | -5% | -11% | -3%
36 | COc1cccc(-n2c(SCC(=O)Nc3cccc(Cl)c3)nc3c(oc4ccccc43)c2=O)c1 | -7% | 0% | 12% | -2%
37 | COc1ccc(CNS(=O)(=O)c2cc3c(cc2C)N(C)CCO3)cc1 | -1% | -1% | -9% | 0%
38 | Cc1c(NC(=O)c2ccccc2)cc(C(C)C)c(O)c1S(=O)(=O)c1ccc(Cl)cc1 | -23% | -2% | 22% | -2%
39 | CCOC(=O)CSc1nc2ccc(NC(=O)c3ccccc3F)cc2s1 | -4% | 4% | -27% | 6%
40 | COc1ccccc1N1CCN(CC(O)COc2cc(C)cc(C)c2)CC1 (centres undefined) | -10% | 0% | 0% | 1%
41 | CC(=O)Nc1c(C(=O)Nc2ccccc2F)oc2ccccc12 | -10% | 8% | -6% | 2%
42 | O=S(=O)(c1ccc2ccccc2c1)n1nc(-c2ccco2)nc1NCc1ccc(F)cc1 | -30% | -4% | 6% | 1%
43 | CCc1ccc(NC(=O)c2sc3nc4c(cc3c2N)CN(CC)CC4)cc1 | -9% | -1% | -8% | -2%
44 | Cc1ccc(NC(=O)CCn2nc(C)c(S(=O)(=O)N3CCCCC3)c2C)cc1Cl | ? | -3% | 10% | -5%
45 | Cc1nn(C)c2c1c(-c1ccccc1)cc(=O)n2C(C)C(=O)NCCc1ccc(Cl)cc1 (centres undefined) | ? | 2% | -7% | -8%
46 | COc1ccc(-c2cccc(NS(=O)(=O)c3ccc(C)s3)c2)nn1 | -12% | -5% | -3% | -2%
47 | COc1cc(NC(=O)CSc2nc3nc(C)c(Cc4ccc(C)cc4)c(C)n3n2)cc(OC)c1 | -39% | -2% | -1% | 2%
48 | CC(=O)Nc1ccc(NC(=O)C(NC(=O)C2CCC(C)CC2)C(C)C)cc1 (centres undefined) | 10% | -2% | 18% | 1%
49 | Cc1ccc(C)c(S(=O)(=O)c2nnn3c2nc(NC2CCCC2)c2sccc23)c1 | ? | 0% | 25% | -2%

nr | B2AR arrestin ag | NTMT1 inh | p53null 32C kill
35 | 0% | -2% | -11%
36 | 0% | -20% | -4%
37 | 0% | -3% | 7%
38 | 1% | 14% | 2%
39 | 0% | -5% | ?
40 | -2% | 14% | 1%
41 | -2% | 14% | -2%
42 | -4% | -24% | -12%
43 | 1% | -18% | 0%
44 | 0% | -1% | 6%
45 | -1% | -16% | 15%
46 | 1% | 11% | -6%
47 | 4% | 5% | 8%
48 | 1% | 16% | -3%
49 | -1% | -2% | -2%
